Salmonella PhoP GFP: inhibitors of PhoP regulon expression, primary screen, Salmonella Typhimurium, GFP reporter (AID 1863). inhibition, % at 50 µM, or IC50 in µM where a hit was titrated. hit rate 0.16% among 300,000. S. Typhimurium PhoP-regulated promoter GFP reporter, 4 h; higher % means a stronger effect;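 active = inhibition over 29.93%, a cutoff 3 SD above the screen mean, later confirmed by dose response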;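 note: 0% = low Mg2+ inducing control and 100% = high Mg2+ repressing control; strong numbers were not always called active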
NTR1 ag: agonists of NTR1, primary screen, imaging, U2OS cells, beta-arrestin-GFP, high content (AID 493036); NTR1-U2OS beta-arrestin-GFP spot imaging, agonist mode; hit rate 0.17% among 330,000; activation, % at 20 µM;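 active = activation at or above 40% of the spot to cytoplasm intensity ratio, with at least 20 cells analyzed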;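 note: 0% = DMSO without peptide and 100% = 100 nM NTR1 peptide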
Target sequence (P30989 whole entry, looked up): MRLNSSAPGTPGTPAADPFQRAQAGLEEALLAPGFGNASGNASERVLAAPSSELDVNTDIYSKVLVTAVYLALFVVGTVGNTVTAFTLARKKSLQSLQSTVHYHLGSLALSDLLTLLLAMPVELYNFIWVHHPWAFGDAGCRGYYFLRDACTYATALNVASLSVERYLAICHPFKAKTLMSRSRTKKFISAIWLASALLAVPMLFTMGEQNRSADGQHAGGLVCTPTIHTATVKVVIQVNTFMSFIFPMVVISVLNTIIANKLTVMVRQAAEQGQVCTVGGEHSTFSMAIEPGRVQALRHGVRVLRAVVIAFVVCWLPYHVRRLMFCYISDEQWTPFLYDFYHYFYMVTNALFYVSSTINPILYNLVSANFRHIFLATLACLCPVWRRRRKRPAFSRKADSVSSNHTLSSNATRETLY
T cell HTS: modulates CD8 T cell binding to vesicles | 2C CD8+ T cell-vesicle binding, flow cytometry; active compounds read low | calls only at 7 µM | hit rate 0.068% among 330,000 | AID 2052;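 active = response, share of CD8 T cells binding vesicles, and their 90th percentile fluorescence all below set limits, cut at about 80% in these data, passing the limit was not always enough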
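Material: 2C TCR transgenic mouse naive CD8+ T cells, MACS-purified. Also added: QL9-charged Drosophila Ld/ICAM-1/B7-1 vesicles. Timing: binding 1.5 h at 37 °C. Measured by: high-throughput flow cytometry with anti-B7-1 and anti-CD8 staining. Read-out: percent CD8+ FL2 mean versus row control. Controls: Unloaded micro-vesicles (low), QL9 vesicles with 0.7% DMSO (high).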
RSV CPE inhibition: inhibition of RSV-induced cytopathic effect – HEp-2 cells, primary 10 µM value included (AID 2391); HEp-2 cells, RSV-induced CPE inhibition; higher % means a stronger effect; CPE inhibition, % at 10 µM; hits with a dose series show IC50 in µM; hit rate 0.13% among 310,000; in the data active = a potency from the dose series; note: strong numbers were not always called active
MgcRacGAP inhibition: MgcRacGAP GTPase-activating activity inhibitors, confirmation, biochemical, ADP Hunter fluorescence; inhibition, % at 30 µM; hits with a dose series show IC50 in µM; MgcRacGAP-stimulated Rac1 GTP hydrolysis, ADP Hunter fluorescence; higher % means a stronger effect; GST-tagged Rac1 F28L mutant substrate; hit rate 0.6% among 340,000; AID 624330;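 active = first-screen hits whose inhibition reached a set limit at any dose in the follow-up dose series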;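 note: fluorescence reports GDP produced by GAP-driven GTP hydrolysis; strong numbers were not always called active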
SV40 large T antigen: SV40 large T antigen inhibitors, biochemical (AID 1903) | inhibition, % at 20 µM, or IC50 in µM where a hit was titrated | hit rate 0.39% among 310,000 | SV40 large T antigen ATPase/helicase inhibition assay; higher % means a stronger effect; in the data active = a potency from the dose series; note: strong numbers were not always called active
Myeloid diff 2: myeloid differentiation induction. ER-HoxA9 myeloid progenitors, lysozyme-GFP differentiation, flow cytometry. calls only at 10 µM. hit rate 1% among 360,000. AID 624256;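 active = normalized GFP-positive differentiation at or above the plate's own cutoff, the solvent-only control mean plus 3 SD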;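 note: cells exposed to compound for four days before flow analysis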
K1F lysis inhibition: inhibition of K1F phage lysis, E. coli UTI89, bacterial capsule biogenesis inhibitors, alamar blue (AID 488966); E. coli UTI89 K1F phage lysis, alamar blue, 2 h; higher % means a stronger effect; inhibition, % at 100 µM, or IC50 in µM where a hit was titrated; hit rate 0.02% among 340,000;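 active = phage lysis inhibition, versus mean bacterial control, above a set limit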;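 note: capsule biogenesis inhibitors block K1F phage lysis so surviving cells raise fluorescence; higher fluorescence means more inhibition of phage lysis; actives were called in the ten point dose series up to 300 µM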
TNAP activators: human TNAP enzyme activators, primary screen, biochemical, luminescent, no phosphate acceptor, uHTS (AID 1001) | activation fold at 20 µM, or EC50 in µM where a hit was titrated | purified TNAP, luminescent activation assay, no phosphate acceptor; higher activation fold means a stronger effect | hit rate 0.03% among 200,000; in the data active = activation fold from about 3, or a potency from the dose series; inactive = the rest, 99 in 100 with activation fold below about 1.6; note: many of its hits are not listed in these tables
T cell HTS vesicle-bound %: further read-out of T cell HTS, marked with its call; double positive events, %; measured here: CD8+ vesicle-bound cell fraction;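 binding gate set so that unloaded-vesicle control wells show 10% double positive cells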
NTR1 ag cell count 20 µM: recorded beside NTR1 ag, whose call it bears; cell count; measured here: cell count, cytotoxicity flag
Myeloid diff 2 GFP+ MAC1+ %: second read-out of Myeloid diff 2, no call of its own (marks repeat the call); GFP+ MAC1+ double positive, %; measured here: differentiation confirmed by MAC1 staining
An asterisk follows results filed as active; i = inactive; nt = not tested or not shown; [ ] = remark or other dose.

SMILES	Salmonella PhoP GFP	NTR1 ag	NTR1 ag cell count 20 µM	T cell HTS	T cell HTS vesicle-bound %	RSV CPE inhibition	MgcRacGAP inhibition	SV40 large T antigen	Myeloid diff 2	Myeloid diff 2 GFP+ MAC1+ %	K1F lysis inhibition	TNAP activators
COc1ccc(NC(=O)CCCCC(=O)Nc2ccc(OC)cc2OC)c(OC)c1	nt	0.8	52	i	44	4.2%	7%	18%	i	0.7	0.2%	nt
Cc1cc(OCc2cc(C(=O)N3CCCCCC3)no2)cc(C)c1Cl	6%	4.3	41	i	68	4.4%	6%	2%	i	0.4	3.0%[50 µM]	nt
COc1cccc(C2NC(=O)c3ccccc3O2)c1OCc1ccccc1F (stereo not given)	-1%	22	51	i	50	-2.2%	8%	12%	i	0.1	1.6%	1.1
Cc1ccc2cccc(Oc3ccc([N+](=O)[O-])cc3[N+](=O)[O-])c2n1	3%	2.9	54	i	46	1.7%	8%	4%	i	0.5	5.5%[50 µM]	1
O=C(NCCN1CCc2ccccc2C1)C1CCN(S(=O)(=O)N2CCCCC2)CC1	2%	-0.5	48	nt	nt	0.8%	-5%	0%	i	15	-0.6%	1.2
CCOc1ccc(-c2cc(C(=O)N3CCC(C)CC3)c3ccccc3n2)cc1	-2%	3.1	85	i	39	5.8%	7%	13%	i	0.6	1.7%[50 µM]	nt
Cc1oc2c(C)c3oc(=O)c(CCC(=O)N4C[C@H]5C[C@@H](C4)c4cccc(=O)n4C5)c(C)c3cc2c1C	9%	1.9	88	i	21	nt	4%	9%	i	3.7	1.4%	nt
CC1CCC(NC(=O)COC(=O)c2ccco2)CC1 (stereo not given)	nt	0.1	99	i	45	0.7%	9%	nt	i	0.8	0.5%[50 µM]	nt
CCCCC12CN3CCN(CC(C3)/C1=N\NC(=O)Nc1ccccc1)C2	8%	-2.3	51	i	46	-0.6%	-1%	1%	i	0.2	5.0%	1
CCOC(=O)N1CCC(NC(=O)CSCc2nc(-c3cccc(OC)c3)oc2C)CC1	-2%	-0.2	79	i	41	10%	8%	-5%	i	1.4	0.0%	1.1
NCCSC1CC(=O)N(c2ccc(F)cc2)C1=O (stereo not given)	-6%	0.5	57	i	63	0.5%	8%	-3%	i	0.3	0.6%	nt
O=C(CN(C(=O)CNC(=O)c1ccco1)c1ccc2c(c1)OCCO2)NC1CCCCC1	nt	0.3	95	i	42	-0.8%	1%	nt	i	0.2	-2.3%	1.1
COc1ccc2c(c1)c(=O)oc1cc(OC(C(=O)O)c3ccccc3)ccc12 (stereo not given)	-1%	0.0	89	i	53	3.4%	3%	26%	i	1.1	-0.3%	nt
C=CCc1cccc(/C=N/NC(=O)C(C)Nc2cccc(C)c2)c1O (stereo not given)	0%	5.0	106	i	40	4.3%	-2%	0%	i	0.6	-0.4%	2.1
COc1cccc(/C=C/C(=O)c2ccc(NC3=NCCCS3)cc2)c1	-10%	3.8	48	i	54	7.6%	0%	25%	i	1.7	0.5%	1.1
Cc1ccc(CNS(=O)(=O)/C=C/c2ccc3c(c2)OCO3)cc1	-1%	0.2	83	i	19	4.5%	5%	5%	i	0.9	-0.3%	1.1
Cc1ccc(C(=O)CCC(=O)NNC(=O)c2ccccc2O)cc1	nt	2.8	55	i	6	0.5%	-1%	nt	i	0.9	1.0%[50 µM]	nt
CCN(CC)C(=O)COc1ccc2c(c1)C(=O)CC(C)(C)O2	-6%	1.0	65	i	50	2.1%	10%	4%	i	0.5	0.2%	1.1
CCOC(=O)[C@H]1[C@H]2COc3cc(OC)ccc3[C@@H]2N2C(=O)c3cc(C)ccc3NC(=O)[C@@]12C	nt	5.8	84	nt	nt	1.1%	7%	2%	i	1.1	0.8%	nt
C=C(C)C1CC=C(C)/C(=N/NC(=O)C2CC2c2ccccc2)C1 (stereo not given)	-3%	2.7	38	i	2	4.6%	4%	24%	i	0.4	-0.3%	1.1

At a glance, six of the compounds above:
SMILES	Salmonella PhoP GFP	NTR1 ag	NTR1 ag cell count 20 µM	T cell HTS	T cell HTS vesicle-bound %	RSV CPE inhibition	MgcRacGAP inhibition	SV40 large T antigen	Myeloid diff 2	Myeloid diff 2 GFP+ MAC1+ %	K1F lysis inhibition	TNAP activators
COc1cccc(/C=C/C(=O)c2ccc(NC3=NCCCS3)cc2)c1	-10%	3.8	48	i	54	7.6%	0%	25%	i	1.7	0.5%	1.1
Cc1ccc(CNS(=O)(=O)/C=C/c2ccc3c(c2)OCO3)cc1	-1%	0.2	83	i	19	4.5%	5%	5%	i	0.9	-0.3%	1.1
Cc1ccc(C(=O)CCC(=O)NNC(=O)c2ccccc2O)cc1	nt	2.8	55	i	6	0.5%	-1%	nt	i	0.9	1.0%[50 µM]	nt
CCN(CC)C(=O)COc1ccc2c(c1)C(=O)CC(C)(C)O2	-6%	1.0	65	i	50	2.1%	10%	4%	i	0.5	0.2%	1.1
CCOC(=O)[C@H]1[C@H]2COc3cc(OC)ccc3[C@@H]2N2C(=O)c3cc(C)ccc3NC(=O)[C@@]12C	nt	5.8	84	nt	nt	1.1%	7%	2%	i	1.1	0.8%	nt
C=C(C)C1CC=C(C)/C(=N/NC(=O)C2CC2c2ccccc2)C1 (stereo not given)	-3%	2.7	38	i	2	4.6%	4%	24%	i	0.4	-0.3%	1.1

(more compounds)
SMILES	Salmonella PhoP GFP	NTR1 ag	NTR1 ag cell count 20 µM	T cell HTS	T cell HTS vesicle-bound %	RSV CPE inhibition	MgcRacGAP inhibition	SV40 large T antigen	Myeloid diff 2	Myeloid diff 2 GFP+ MAC1+ %	K1F lysis inhibition	TNAP activators
Cn1c(=S)n(C)c2ccccc21	2%	0.2	40	i	15	1.1%	3%	10%	i	0.1	-0.1%	0.9
Cc1cc(C)c2c(CN3CCN(C)CC3)cc(=O)oc2c1	-21%	-1.5	66	i	55	-1.7%	3%	-1%	i	0.9	-0.1%	1.1
O=C(CSc1ncnc2scc(-c3ccccc3)c12)NCc1ccc2c(c1)OCO2	0%	3.9	65	i	48	12%	13%	9%	i	0.4	0.3%	1.1
Cc1noc(N)c1C(=O)Nc1ccc(C(C)(C)C)cc1	-4%	0.2	94	i	6	2.3%	5%	1%	i	1.4	-0.1%	1.1
CC(=O)N1CCN(C(=O)c2cccc(S(=O)(=O)Nc3c(C)n(C)n(-c4ccccc4)c3=O)c2)CC1	nt	-0.2	43	nt	nt	nt	7%	nt	i	0.8	1.5%[50 µM]	nt
COc1ccc(NC(=O)CN(C)CC(=O)Nc2ccc3c(c2)CCC3)cc1	6%	0.3	74	i	30	4.2%	-2%	5%	i	0.5	i	1
O=C(CCc1nnc(CCc2c[nH]c3ccccc23)o1)NC1CCC1	-7%	0.7	68	i	17	-0.3%	13%	4%	i	0.4	0.3%	nt
CC(N1CCOC1=O)S(=O)(=O)c1ccccc1 (stereo not given)	1%	-1.3	67	i	36	1.3%	8%	16%	i	0.4	3.3%	1.1
O=C(O)Cc1csc(NC(=O)c2ccco2)n1	-4%	-0.8	57	i	38	1.8%	3%	10%	i	0.6	0.7%	1
COc1cccc(C2=NN(C(=O)c3ccco3)C(O)(C(F)(F)F)C2)c1 (stereo not given)	-1%	0.0	29	i	45	6.3%	7%	25%	i	0.4	1.4%	1
CN(Cc1ccccc1)/C(=N/O)c1cccc(Cl)c1	14%	-0.2	80	i	46	4.3%	8%	17%	i	0.9	-0.1%	nt
O=C(CSc1ccc(Cl)cc1)Nc1cccc(-c2nc3ncccc3o2)c1	-11%	52*	51*	i	66	5.0%	8%	3%	i	7.9	-1.1%	1.1
CCOc1ccc(/C=C/C(=O)OCC(=O)Nc2cccc(S(=O)(=O)N3CCCC3)c2)cc1	nt	0.0	48	i	48	3.2%	2%	nt	i	0.4	1.1%[50 µM]	nt
Nc1c(-c2ccc(Cl)cc2)nnn1-c1ccccc1	7%	-0.4	80	i	2	0.5%	5%	5%	i	0.8	1.1%	1.2
O=C(CNC(=S)NC(=O)c1ccc(F)cc1)c1ccccc1	-7%	1.6	61	i	49	1.6%	1%	5%	i	0.3	1.0%[50 µM]	1.1
COc1cccc(CNc2ccc(C(=O)O)cc2)c1OCc1ccccc1	-4%	1.6	41	i	22	-1.9%	8%	7%	i	0.5	0.3%	1.1
C=CCN(c1ccccc1)S(=O)(=O)c1cccc(C(=O)NCC(c2ccc(OC)cc2)N2CCCCC2)c1 (stereo not given)	nt	4.4	52	nt	nt	nt	0%	nt	i	1.3	0.8%[50 µM]	nt
Cc1cccc(NC(=O)CSc2nnc(CN3CCOCC3)n2C)c1C	1%	0.7	53	i	23	0.1%	-3%	0%	i	1.2	0.0%	1
Cc1ccc(C(=O)CSc2ccccn2)cc1	9%	0.1	51	i	33	-0.2%	11%	4%	i	1.5	0.6%	1
CCN(CC)CCCn1c2c(c(SCC(=O)Nc3nc4ccccc4s3)nc1=O)CCC2	3%	-0.2	50	i	50	0.0%	7%	0%	i	0.3	0.3%[50 µM]	nt
CC(=O)Nc1ccc(C(=O)Nc2nc(-c3ccccn3)cs2)cc1	1%	0.3	52	i	17	2.9%	-7%	14%	i	1.0	0.3%	1.4
Cc1ccc(C2(C)NC(=O)N(CC(=O)N3c4ccccc4NC(=O)CC3C)C2=O)cc1 (stereo not given)	nt	1.2	66	i	42	0.6%	-7%	nt	i	1.0	-0.3%[50 µM]	nt
O=C(CNC(=O)c1ccc(Br)o1)NC1CCCCC1	0%	1.9	56	i	51	0.6%	4%	21%	i	0.6	0.0%	nt
CS(=O)(=O)NCCNc1cc(Cl)ccc1[N+](=O)[O-]	3%	0.3	43	i	59	-1.0%	1%	9%	i	0.3	0.2%	1
O=C(Cc1ccc(Cl)cc1)Nc1ccc(N2CCN(C(=O)c3ccco3)CC2)cc1	1%	-0.7	51	i	52	3.4%	8%	11%	i	0.9	-0.2%	1.1
Nc1cc(N)nc(SCC(=O)NNC(=O)c2ccc(Cl)cc2)n1	-10%	-0.1	83	i	37	4.6%	6%	12%	i	1.0	1.2%	1.1
CN(c1ccc(OCC(=O)N2CCCC2)cc1)S(=O)(=O)c1ccc(Cl)cc1	nt	0.9	55	i	37	0.2%	1%	nt	i	0.7	0.3%[50 µM]	nt
CCN(CC(=O)Nc1ccc(OC)cc1)C(=O)Cc1coc2cc(C)c(C)cc12	nt	0.1	65	i	30	1.6%	6%	nt	i	0.8	-0.3%	nt
CC(=O)c1cccc(OCc2cc(C(=O)N(C)CCc3ccccn3)no2)c1	1%	1.4	53	i	70	0.1%	6%	-4%	i	1.3	0.0%	nt
O=C1c2cccc(OCC(=O)N3CCCc4ccccc43)c2CCN1Cc1cccnc1	0%	1.1	23	i	37	0.3%	-7%	22%	i	0.8	0.0%	1.1
